Assay outcomes deposited in PubChem BioAssay by several laboratories.
procasp7 counter = counter-screen: procaspase-7 (human) activation; activation, % at 8.5 µM; recombinant procaspase-7, Ac-DEVD-pNA absorbance 405 nm; D23A/D198A/D206A triple mutant, cannot self-cleave; scale: DMSO 0, 5 µM enzyme 100; P55210; 330,000 tested, 0.093% active;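 active = percent activation above the screen-wide mean plus 3 SD, cut at about 25% in these data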
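Detection: p-Nitroaniline absorbance at 405 nm, read at 0 and 120 min; system: Uncleavable procaspase-7 mutant enzyme; evaluation: % activation from two-timepoint absorbance difference, scaled to controls; times: 1 h enzyme–compound preincubation and 2 h substrate reaction, both 25 °C; buffer or medium: Zinc-free HEPES pH 7.4 with 300 mM NaCl, 0.01% Triton X-100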
MEP2-GFP yeast = alters MEP2-GFP fluorescence in TOR pathway yeast screen. 330,000 tested, 0.51% active. S. cerevisiae MEP2-GFP strain, flow cytometry GFP, 3 h; 100% = DMSO control level. GFP response vs DMSO, % at 10 µM;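 active = GFP response versus DMSO above a set limit, roughly screen mean plus 3 SD, cut at about 180% in these data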;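 also: median GFP fluorescence of the barcode-gated MEP2-GFP cells per well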
LAP4-GFP MLPCN = modulators of TOR pathway LAP4-GFP in S. cerevisiae. 320,000 tested, 0.34% active. S. cerevisiae LAP4-GFP multiplex, flow cytometry GFP, 3 h; median GFP as percent of DMSO wells. GFP response vs DMSO, % at 10 µM;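 active = GFP response vs DMSO above a set limit, about the screen mean plus 3 SD, cut at about 150% in these data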
proCasp3 act = activators of human procaspase-3; recombinant procaspase-3 D3A, Ac-DEVD-pNA absorbance 405 nm; P42574; 330,000 tested, 0.11% active; activation, % at 8.5 µM;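 active = activation above the mean of all tested compounds plus 3 SD, cut at about 21% in these data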;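 also: 0% = DMSO alone and 100% = DMSO wells spiked with extra 5 µM PC-3 D3A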
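Test system: Procaspase-3 D3A mutant; medium: Zinc-free HEPES/NaCl buffer with 0.01% Triton X-100 at pH 7.4; reagent: DEVD-pNA substrate; doses: one concentration, 8.5 µM nominal, 0.8% DMSO; times: 1 h preincubation plus 2 h reaction at 25 °C; signal: Epi-absorbance at 405 nm of released p-nitroaniline, 0 and 120 min; replicates: singlicate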
ZTA DNA inh = ZTA (EBV) inhibition in EBNA-1 counter-screen | P03206 | ZTA-DNA binding, fluorescence polarization | inhibition, % at 11 µM | 320,000 tested, 0.15% active | AID 2234; in the data active = inhibition above about 33%
EBNA-1 inh = blocks EBNA-1 binding to DNA. EBNA-1 DNA binding, fluorescence polarization. AID 1950. inhibition, % at 14.8 µM. 300,000 tested, 0.34% active; in the data active = inhibition above about 28%
RPL19A TOR yeast = alters RPL19A-GFP fluorescence in TOR pathway yeast screen; S. cerevisiae RPL19A-GFP strain, flow cytometry, 3 h; hits give low values; percent response vs DMSO, % at 10 µM; 330,000 tested, 0.3% active;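 active = percent response vs DMSO below 50%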;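 also: median channel GFP fluorescence of the barcoded RPL19A-GFP strain; ratio of sample median GFP to plate DMSO average so 100% = DMSO; lower means less RPL19A-GFP as with rapamycin TOR inhibition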
AHR activator = activates the human aryl hydrocarbon receptor. AHR-responsive luciferase reporter cells, luminescence. activation, % at 5 µM. 320,000 tested, 2.5% active. AID 2796; in the data active = activation above about 47%;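 also: 0% = vehicle wells and 100% = reference agonist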
The depositor's hits bear a star; . = not tested or not shown; [ ] = remark or other dose. No enrichment for hits, and some 3.8% of all compounds hit somewhere here.

SMILES	procasp7 counter	MEP2-GFP yeast	LAP4-GFP MLPCN	proCasp3 act	ZTA DNA inh	EBNA-1 inh	RPL19A TOR yeast	AHR activator
Cc1ccc(NC(=O)c2cccc(S(=O)(=O)NCc3ccccc3)c2)nc1	4	95	102	-3	-2	-2	95	6
COc1ccc(C(=O)/C=C2/Sc3cc4c(cc3N2C)OCO4)cc1	-2	.	.	-5	24	5	.	12
CC(=O)c1cn(CC(=O)NCC2CCCO2)c2ccccc12 (stereo unspecified)	-3	100	110	-5	3	-2	108	23
CCCC1=NN2C(=N)/C(=C\c3ccc(OCCOc4ccc(NC(C)=O)cc4)c(OC)c3)C(=O)N=C2S1	4	108	93	-3	-2	3	105	1
O=C(/C=C/c1ccccc1)NC(NC(=S)Nc1cccc(Cl)c1)C(Cl)(Cl)Cl (stereo unspecified)	10	95	94	-3	-23	-6	95	21
CCc1ccc2c(c1)cc(CN(C(=S)Nc1ccccc1C)C1CC1)c1nnnn12	10	104	93	-3	-8	9	100	0
Cc1c(C(=O)OCC(=O)NCC2CCCO2)cccc1[N+](=O)[O-] (stereo unspecified)	3	102	103	4	-6	11	95	-1
CCCCC1(C)OC(=O)C(=Cc2ccc(N(C)C)cc2)C(=O)O1 (stereo unspecified)	1	96	126	6	7	17	103	0
CCN1C(=O)N(C)C(N(O)C(=O)NC)C1(C)C (stereo unspecified)	-2	96	97	-9	8	-2	98	1
O=C(c1ccc(F)cc1Cl)N(Cc1ccco1)C1CCS(=O)(=O)C1 (stereo unspecified)	-3	98	99	1	0	.	96	-2
O=C(Nc1ccnn1C1CCN(Cc2cccc(OCCO)c2)CC1)C1CCOC1 (stereo unspecified)	7	82	86	7	-3	4	96	1
Cc1nc(N2CCC(C)CC2)c2oc3ccccc3c2n1	-10	252*[may fluoresce violet]	98[may fluoresce violet]	-8	-2	-2	49*[may fluoresce violet]	10
CC(C)(C)c1ccc(C(=O)c2c[nH]c(C(=O)NCc3ccco3)c2)cc1	-2	95	93	0	-10	3	98	19
CCc1noc(C)c1C(=O)N1CCN(S(=O)(=O)c2ccc(C)cc2C)CC1	10	93	88	-1	2	3	98	-1
ONC(=Nc1ccccc1)c1ccccc1Cl	-10	98	96	-9	-11	9	98	0
CN(C)c1cccc(C(=O)NCCCSc2ccccc2)c1	0	85	96	7	0	3	97	14
CSc1ncccc1C(=O)OCC(=O)c1ccc(S(=O)(=O)N2CCCCC2)cc1	0	103	107	6	-8	4	102	2
CN(Cc1cccnc1)Cc1cn(C)nc1-c1cccc(Cl)c1	0	97	102	4	2	6	97	8
COC(=O)c1ccccc1NC(=O)Nc1ccc(C)cn1	1	103	95	-5	-1	-1	100	1
COc1ccc(-c2cn3cccnc3n2)cc1F	-4	93	78	0	4	-2	97	24

4 of these compounds in another layout.
> CSc1ncccc1C(=O)OCC(=O)c1ccc(S(=O)(=O)N2CCCCC2)cc1
  procasp7 counter: 0
  MEP2-GFP yeast: 103
  LAP4-GFP MLPCN: 107
  proCasp3 act: 6
  ZTA DNA inh: -8
  EBNA-1 inh: 4
  RPL19A TOR yeast: 102
  AHR activator: 2
> CN(Cc1cccnc1)Cc1cn(C)nc1-c1cccc(Cl)c1
  procasp7 counter: 0
  MEP2-GFP yeast: 97
  LAP4-GFP MLPCN: 102
  proCasp3 act: 4
  ZTA DNA inh: 2
  EBNA-1 inh: 6
  RPL19A TOR yeast: 97
  AHR activator: 8
> COC(=O)c1ccccc1NC(=O)Nc1ccc(C)cn1
  procasp7 counter: 1
  MEP2-GFP yeast: 103
  LAP4-GFP MLPCN: 95
  proCasp3 act: -5
  ZTA DNA inh: -1
  EBNA-1 inh: -1
  RPL19A TOR yeast: 100
  AHR activator: 1
> COc1ccc(-c2cn3cccnc3n2)cc1F
  procasp7 counter: -4
  MEP2-GFP yeast: 93
  LAP4-GFP MLPCN: 78
  proCasp3 act: 0
  ZTA DNA inh: 4
  EBNA-1 inh: -2
  RPL19A TOR yeast: 97
  AHR activator: 24

Other records follow:
SMILES	procasp7 counter	MEP2-GFP yeast	LAP4-GFP MLPCN	proCasp3 act	ZTA DNA inh	EBNA-1 inh	RPL19A TOR yeast	AHR activator
COC(=O)c1ccc(C)c(NC(=O)c2ccc(Cl)c([N+](=O)[O-])c2)c1	4	110	106	-4	17	2	108	0
Cc1ccc2cc(CN(Cc3ccco3)C(=S)NCC3CCCO3)c(=O)[nH]c2c1 (stereo unspecified)	4	90	96	-8	11	-16	96	-3
O=C(NNc1ncc(C(F)(F)F)cc1Cl)c1ccc(Cl)c(Cl)c1	3	102	128	-8	3	-3	96	6
COc1ccc(OC)c(NS(=O)(=O)Cc2ccccc2)c1	-7	99	108	1	-11	-9	102	3
CN(C)S(=O)(=O)c1ccc(N2CCCC2)c(C(=O)Nc2ccccc2F)c1	12	106	103	4	-7	0	101	1
CCN(CC)c1cnn(C/C(=N\OC)c2ccc(Cl)cc2)c(=O)c1Br	2	97	107	-4	-7	-4	100	5
Cc1nc2ccc(CN(C)c3ccc(C(=O)N[C@@H](CCC(=O)O)C(=O)O)s3)cc2c(=O)[nH]1	-31	97	110	-10	-2	0	100	-1
CC(C)CNC(=O)COC(=O)c1cccc(S(=O)(=O)NCC(F)(F)F)c1	-1	104	101	7	2	-1	103	-1
COCC(=O)Nc1ccc(S(=O)(=O)Nc2ccccn2)cc1	5	103	103	-5	4	0	104	0
CCC1CSC(Nc2ccc(C(=O)/C=C/c3cccc(C)c3)cc2)=N1 (stereo unspecified)	11	101	106	0	9	-7	105	-3
O=C(Cc1ccccc1F)c1ccc(O)cc1O	7	99	111	-2	14	-1	92	-1
O=C(O)c1ccc2c(c1)C(=O)N(NC(=O)c1ccc(O)cc1)C2=O	12	102	98	-8	1	9	107	0
O=[N+]([O-])c1ccccc1Oc1ccc(S(=O)(=O)N2CCOCC2)cc1	0	95	100	1	-4	.	98	0
COc1ccc(/C=N/NC(=O)CN(C2=NS(=O)(=O)c3ccccc32)c2ccccc2)cc1	7	106	92	2	-10	6	101	4
O=C(Nc1ccc(Cl)cc1)N1CCOC12CCC1(CC2)OCCO1	7	93	104	2	12	8	98	3
c1ccc(-c2nnc(OCc3cccnc3)c3ccccc23)cc1	6	92	89	-6	3	-2	87	17
CCOC(=O)c1c(CN2CCN(CC#N)CC2)n(C)c2cc(Br)c(OC)cc12	4	102	103	1	-5	-22	90	23
COc1ccc(/C=C2\SC(c3ccc(C)cc3)=NC2=O)cc1OC	-29	102	104	-19	0	-1	98	3
CN(CCOc1ccccc1)CC(=O)Nc1cc([N+](=O)[O-])ccc1Cl	0	108	109	-7	-10	-2	99	2
O=C(NCc1cccnc1)c1ccc(NC(=O)c2ccc([N+](=O)[O-])cc2)cc1	1	103	91	-1	20	2	113	-4
COc1ccc(C)cc1NS(=O)(=O)c1ccc(NC(=O)CN(c2cc([N+](=O)[O-])ccc2C)S(C)(=O)=O)cc1	-6	105	101	7	-13	-10	101	48*
CN(C)C(=O)c1cc([N+](=O)[O-])ccc1O	1	107	108	-6	-5	-3	111	-3
COC(=O)N/N=C/c1cccs1	9	100	104	1	1	-11	102	2
Cc1cccc(OCC(=O)NC(=S)Nc2ccc(S(=O)(=O)NC3CCCCC3)cc2)c1	2	102	105	0	13	6	102	4
CN=C(Nc1cccc(S(=O)(=O)N2CCOCC2)c1)c1ccccc1	2	99	108	0	.	.	105	0
CC(C)CN(C(=O)COC(=O)Cc1c[nH]c2ccccc12)c1c(N)n(Cc2ccccc2)c(=O)[nH]c1=O	2	96	103	10	2	-7	93	9
COC(=O)c1c(C(=O)OC)c2n(c1C)Cc1ccccc1C2	-1	104	98	-2	-9	2	102	1
COC(=O)[C@]1(S(=O)(=O)c2ccccc2)C[C@@H]2ON=C(c3ccc(OC)cc3)[C@@H]2C1	-2	105	105	-7	-13	-14	99	6
Cc1ccc(-n2c(C)nnc2SCC(=O)Nc2ccccc2)cc1	7	94	78	0	11	-2	92	5
Cc1c(C(=O)N2CCOCC2)c(S(=O)(=O)Nc2ccccc2F)c(C)n1C	2	93	88	8	-16	-4	93	2
COCCCNCCCOc1ccc(C)cc1Br	-16	61	73	-10	-13	-3	98	1
COc1ccccc1C(=O)CN1C(=O)NC2(CCCc3ccccc32)C1=O (stereo unspecified)	6	104	103	1	.	.	99	6
CSCC[C@H](NC(=O)OC(C)(C)C)c1nnc(SCC(N)=O)o1	11	109	101	6	11	15	95	2
O=C(CNC(=O)c1cccnc1)N/N=C/c1ccc(O)cc1O	0	94	95	0	-21	-5	97	2
O=C(NCc1cccs1)c1cccc(Nc2nc3ccc(Br)cc3[nH]2)c1	-4	101	95	4	-9	-2	101	6
N#Cc1c(F)cccc1N1CCN(Cc2ccc3c(c2)OCO3)CC1	1	107	95	2	0	6	95	-3
O=C(O)CN(Cc1ccco1)S(=O)(=O)c1ccccc1	7	93	94	0	-2	8	92	-3
CCOC(=O)c1c(C)oc2c1c(C(c1ccccc1)N1CCOCC1)c(O)c1ccccc12 (stereo unspecified)	-12	95	111	-3	-3	-16	90	27
Cc1cc(-c2nnc(SCC(=O)Nc3ccccn3)o2)no1	-6	98	103	-6	5	2	94	3
CCCCOc1ccc(S(=O)(=O)n2c(C)nc3ccccc32)cc1	-1	98	93	-1	5	2	95	-1
Cc1ccc(S(=O)(=O)N2CC(=O)Nc3ccccc32)cc1C	-11	97	101	-5	-13	-5	99	0
COc1cccc(C2SCC(=O)N2c2ccc(Br)cc2)c1OC (stereo unspecified)	16	102	99	14	-11	4	101	5
Cc1cnc(C(=O)OCC(=O)NC2CCCCCC2)cn1	0	104	86	0	-2	4	88	-1
O=C(COc1ccccc1)N1N=C(c2cccnc2)CC1(O)C(F)(F)F (stereo unspecified)	0	96	89	1	11	12	104	1
CCCn1c(CN2CCN(C)CC2)nc2ccccc21	5	102	96	5	1	-3	91	-2
CCOc1ccc(CCNC(=O)C2CC=CCC2C(=O)OC(C)C)cc1OCC (stereo unspecified)	-6	98	106	5	-5	2	104	2
Cn1c(=N)n(CC(=O)c2ccc(Br)cc2)c2ccccc21	0	98	.	-4	11	-2	96	55*
O=C(NNc1nc2c(F)cccc2s1)C1=COCCO1	-16	99	108	-7	-17	6	100	17
CC1Sc2ccc(S(=O)(=O)N(C)Cc3ccccc3)cc2NC1=O (stereo unspecified)	2	110	107	8	3	11	100	1
COc1ccc(CCN2C(=O)CC(Cc3ccc(Br)cc3)C2=O)cc1OC (stereo unspecified)	9	102	96	6	-13	1	103	7
Carrying on:
SMILES	procasp7 counter	MEP2-GFP yeast	LAP4-GFP MLPCN	proCasp3 act	ZTA DNA inh	EBNA-1 inh	RPL19A TOR yeast	AHR activator
O=C(Nc1cccc(C(F)(F)F)c1)C(Sc1ncnc2ccccc12)c1ccccc1 (stereo unspecified)	-5	99	92	3	8	-2	102	18
OCCN1CCOCCN(CCO)CCN(CCO)CC1	-2	96	95	8	-3	3	94	1
CCOC(=O)C1CCCN(C(=O)c2ccccc2SCCOC)C1 (stereo unspecified)	-7	106	104	-11	-15	-6	96	-2
Fc1ccc(NCc2nnc(SCc3nnc(-c4ccccc4)o3)n2Cc2ccccc2)cc1	6	97	90	0	-20	-17	103	2
Clc1cccc(Cl)c1CSc1nnc(-c2sccc2-n2cccc2)o1	2	106	104	8	18	7	.	9
O=C(Oc1cccc2ccccc12)c1ccco1	-3	101	96	-4	-2	1	102	11
OCCNc1c2ccccc2nc2ccccc12	1	96	98	-2	12	6	96	7
Cc1cc2oc(=O)cc(CN3CCCCC3)c2cc1O	9	94	.	5	6	14	82	22
Cc1ccc(NC(=O)C/C(N)=N/O)cc1Cl	7	95	105	-8	-21	-1	92	1
COc1ccc(/C=N/NC(=O)CC#N)cc1Oc1nc(Cl)ncc1F	4	103	84	0	9	-14	105	3
